ABCB6 inh 2 = blocks the human ABCB6 transporter. K562-ABCB6 porphyrin accumulation, flow cytometry, 1 h; stronger effect = lower value. 360,000 tested, 0.19% active. fluorescence ratio to DMSO, % at 10 µM. Q9NP58. AID 602162;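 active means fluorescence ratio to DMSO below 75%, the collection mean minus 3 SD; inconclusive means too few cells collected in the well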;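 further: signal is porphyrin accumulated inside mitochondria; 100% equals median channel fluorescence of DMSO control wells; lower ratio means ABCB6 inhibition with less porphyrin fluorescence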
hiPSC survival = increases survival of single human iPS cells | survival enhancement, % at 20 µM | hiPSC single-cell survival, ATPlite luminescence; 100% = ROCK inhibitor wells, 0% = DMSO | AID 602274 | 360,000 tested, 0.044% active; in the data active means survival enhancement above about 18%;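 further: cells exposed to compounds for 16 hours before the ATP read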
MC4R ag barr = activates human MC4R beta-arrestin recruitment; P32245; U2OS MC4R beta-arrestin complementation, luminescence; percent of melanotan II response, DMSO zero; activation, % at 8.9 µM; 360,000 tested, 0.98% active;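 active means activation above a per-plate cutoff, the mean activation of sample wells on that plate plus 3 SD, cut at about 8% in these data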
Granule exo inh = lytic granule exocytosis inhibition; TALL-104 LAMP-1 surface exposure, flow cytometry; cells stimulated with thapsigargin and PMA; AID 651702; 360,000 tested, 0.66% active; inhibition, % at 10 µM;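 active means inhibition above about 55%, limit read from the data; inconclusive means no clear call, values can overlap the other calls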
aDG glyco up = alpha-DG glycosylation activation; activation, % at 10 µM; Pro5-aDG cells, alpha-DG glycosylation AlphaScreen (IIH6); 0% Pro5, 100% B10-LARGE cell signal; AID 624168; 360,000 tested, 0.22% active;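 active means activation of at least 8% versus controls, or a plate z-score of at least 8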;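 further: Pro5 are CHO cells carrying HIG-tagged alpha-DG that lacks glycosylation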
MC4R antag cAMP = blocks human MC4R cAMP signaling; P32245; MC4R-expressing cells, MTII-stimulated cAMP, LANCE TR-FRET; inhibition, % at 6.5 µM; 360,000 tested, 0.48% active; AID 540295;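 active means inhibition above its plate's cutoff, the mean of tested wells on that plate plus 3 SD, cut at about 29% in these data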;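 further: 0% = Melanotan II alone and 100% = Melanotan II plus saturating MCL0020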
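System – human MC4R-expressing U2OS cells · Also added – Melanotan II · Dosing – one concentration, 6.5 µM nominal · Timing – 30-min compound, 1-h challenge, 1-h detection, room temperature · Measured by – Eu-cAMP/anti-cAMP TR-FRET, emission 671 nm · Replicates – singlicate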
m5-HT2A agonist = activates the mouse 5-HT2A serotonin receptor. P35363. CHO-K1 mHTR2A beta-arrestin complementation, luminescence; percent of 30 µM serotonin response. activation, % at 7.6 µM. 360,000 tested, 0.66% active;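 active means activation above a run cutoff, the mean activation of all tested compounds plus 3 SD, cut at about 14% in these data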;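 further: 0% = plate median of compound wells and 100% = 30 µM serotonin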
ABHD5-PLIN5 inh = blocks binding of human ABHD5 to perilipin-5 | Split G. princeps luciferase complementation, luminescence, 4 h | inhibition, % at 4 µM | 360,000 tested, 0.78% active;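 active means inhibition above the mean inhibition across every tested compound plus 3 SD, cut at about 22% in these data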;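 further: 0% = DMSO only wells and the 100% control is not disclosed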
Target sequence (Q00G26 whole entry, looked up): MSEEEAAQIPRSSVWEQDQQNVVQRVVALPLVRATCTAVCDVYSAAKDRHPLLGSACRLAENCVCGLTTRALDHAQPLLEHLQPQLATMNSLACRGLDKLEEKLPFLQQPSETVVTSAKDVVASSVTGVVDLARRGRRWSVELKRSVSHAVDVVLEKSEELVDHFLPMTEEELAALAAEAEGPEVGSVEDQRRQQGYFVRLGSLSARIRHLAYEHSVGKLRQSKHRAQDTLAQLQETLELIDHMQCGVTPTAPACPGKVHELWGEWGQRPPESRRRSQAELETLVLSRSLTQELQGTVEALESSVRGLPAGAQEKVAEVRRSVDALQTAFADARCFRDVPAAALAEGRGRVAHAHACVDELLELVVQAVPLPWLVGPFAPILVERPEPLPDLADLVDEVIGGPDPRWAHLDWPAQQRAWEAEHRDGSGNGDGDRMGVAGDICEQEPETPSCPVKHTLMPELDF
Target sequence (Q8WTS1 whole entry, looked up): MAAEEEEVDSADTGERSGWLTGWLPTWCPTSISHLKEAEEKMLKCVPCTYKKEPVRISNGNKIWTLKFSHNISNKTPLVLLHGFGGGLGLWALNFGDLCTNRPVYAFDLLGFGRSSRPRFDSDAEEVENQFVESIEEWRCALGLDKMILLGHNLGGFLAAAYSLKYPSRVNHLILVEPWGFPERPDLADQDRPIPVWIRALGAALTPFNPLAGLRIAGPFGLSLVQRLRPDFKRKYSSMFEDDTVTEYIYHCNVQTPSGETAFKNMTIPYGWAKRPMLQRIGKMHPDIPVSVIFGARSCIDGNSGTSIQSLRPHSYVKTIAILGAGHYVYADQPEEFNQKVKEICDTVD
H9c2 protect = myocardial damage modulation in H9c2 cells. H9c2 cardiomyocytes, H2O2 injury protection, ATPLite, 2 h. 360,000 tested, 0.63% active. protection from H2O2 cell death, % at 20 µM. AID 588492;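 active means compounds giving at least 50% protection of heart cells from peroxide-induced death in the single-dose screen, raw or plate-pattern-corrected value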;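 further: 0% = DMSO wells with peroxide and 100% = DMSO wells without peroxide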
N-glyco inh = blocks N-linked glycosylation in D54 reporter cells | D54 ERlucT glycosylation luciferase reporter, 24 h; percent of 100 nM tunicamycin response | reporter increase, % at 12.5 µM | 360,000 tested, 0.23% active | AID 588692;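 active means mean luciferase reporter signal, scaled so untreated is 0 and the glycosylation-blocking control 100, at or above a set limit in every replicate; inconclusive means mean reaches the limit but not every replicate does; inactive means mean below the limit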;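 further: luciferase carries N-glycosylation sites so blocking glycosylation raises the light; 0% = median of neutral control wells and 100% = median of 100 nM tunicamycin wells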
* = called active by the depositor; ? = inconclusive; nt = no result given; & = joins results of further samples. This is a random part of the collection; any-hit rate near 4.5%.

SMILES	ABCB6 inh 2	hiPSC survival	MC4R ag barr	Granule exo inh	aDG glyco up	MC4R antag cAMP	m5-HT2A agonist	ABHD5-PLIN5 inh	H9c2 protect	N-glyco inh
CCCCNC(=O)CCSc1nc2nc(C)cc(C)n2n1	98	-0.8	-2.3	0	-0.2	-1	4	-6	2	0
N/C(CS(=O)(=O)c1ccccn1)=N\OC(=O)c1ccccc1Cl	97	-0.1	0.1	0	-0.1	-1	-2	3	3	-1
O=C1c2ccccc2C(=O)N1CCSc1nncs1	99	4.3	-0.5	3	0.0	21	-1	4	-2	2
COc1cccc(CN2CCN(Cc3ccco3)CC2)c1	101	0.0	-1.3	-3	0.2	1	-7	2	0	-2
Cc1ccccc1NC(=O)NCCCN1CCN(C2CCCCC2)CC1	94	3.2	-0.8	2	0.0	6	-4	6	5	-2
CC(C)c1ccccc1OCCCN1CCCC1	93	-0.8	-0.5	-11	0.1	2	0	5	-2	0
CC(=O)Nc1ccc(NC(=O)C(C)OC(=O)CNS(=O)(=O)/C=C/c2ccc(C)cc2)cc1 (stereo not drawn)	97	0.0	-2.7	2	-0.1	3	4	4	2	2
CC1Nc2ncnc(N3CCc4ccccc4C3)c2N(Cc2ccc(Br)cc2)C1=O (stereo not drawn)	100&99	-1.9&0.3	-1.9	8&0	2.1&0.4	15	-4&-8	5&5	-5&2	4&23
Cc1ccc(S(=O)(=O)NCc2ccccc2)cc1C(=O)NCCc1ccc(S(N)(=O)=O)cc1	104	3.8	0.7	-5	-0.2	-1	-7	-5	-3	2
COC(=O)COc1cccc2c(=O)n(CC(=O)N3CCC(C)CC3)ccc12	100	0.6	0.7	0	0.0	14	0	-1	1	-1
CCCCN(C(=O)c1cccc(N2C(=O)c3ccccc3C2=O)c1)c1c(N)n(CC(C)C)c(=O)[nH]c1=O	83	-0.7	-2.8	-3	0.0	12	-7	-6	5	1
CCOC(=O)Sc1nc2ncncc2[nH]1	97	-1.0	-0.9	-13	0.1	6	7	2	7	2
COC(C[C@H](O)[C@H](C)[C@H](O)COCc1ccccc1)OC	101	2.8	1.6	-3	0.1	17	0	-9	1	4
Cc1ccc(S(=O)(=O)Nc2cccc(C(=O)N3CCC(C(N)=O)CC3)c2)cc1	104	-2.0	-1.8	-1	0.1	0	0	0	12	1
O=C(Nc1ccc2nsnc2c1)NC1CCCCC1	114	-0.4	-1.0	1	0.1	1	-2	-5	-8	-1
CC(OC(=O)c1ccco1)C(=O)Nc1ncc(Cl)cc1Cl (stereo not drawn)	103	-0.1	-2.3	-1	0.1	0	7	2	-1	1
CCC(C)NC(=O)c1nn(Cc2ccccc2)c(=O)c2ccccc12 (stereo not drawn)	103	-0.1	0.9	26	0.1	26	-2	-9	2	1
CCOc1ccc(C2C(C#N)=C(C)NC3=C2C(=O)c2ccccc23)cc1 (stereo not drawn)	99	1.9	5.0	-2	-0.9	4	0	-10	9	-5
CCOc1ccc(C(=O)CCC(=O)N2CCN(c3ccc(O)cc3)CC2)cc1	90	-0.5	-1.7	-1	0.3	-1	8	-4	-9	-4
CC1(Cc2cc(Cl)ccc2C(F)(F)F)C(=O)Nc2cc(C(F)(F)F)ccc21 (stereo not drawn)	97	-1.2	-0.2	-9	0.3	12	15*	-14	-17	-6
O=C(O)CSCC(=O)c1ccccc1	95	1.9	-1.1	-4	-0.4	16	-4	-18	12	2
Cc1cccc(NC(=O)c2nc[nH]c2C(=O)Nc2cc(Br)ccc2F)c1	102	-3.3	0.6	0	0.0	-1	6	-3	15	-5
O=C(NCc1ccccc1)C(c1ccc(C(F)(F)F)cc1)n1c(=O)c(-c2ccco2)nc2ccccc21 (stereo not drawn)	nt	nt	nt	9	-0.2	nt	3	74*	nt	nt
CN(Cc1ccccc1)C(=O)c1ccc(NC(=O)Cc2cccc(NC(=O)C3CCCN(C(=O)C4CCCC4)C3)c2)cc1 (stereo not drawn)	98	-4.5	-1.1	18	-0.2	8	-2	3	-1	1
C=CCN(CC=C)C(=S)NC(=O)c1ccc(OC)cc1	98	-0.8	2.3	-4	0.3	-4	4	3	-2	1
COc1cc(S(=O)(=O)NC2CCCCC2)c(C)cc1C	99	-0.1	-0.6	-1	1.4	2	-2	1	-8	1
O=C1c2ccccc2S(=O)(=O)c2cc(-c3nn[nH]n3)ccc21	100	2.8	-0.5	-11	0.2	-4	-3	-1	-4	2
N#Cc1ccc(C(=O)OCC(=O)Nc2cccc(S(=O)(=O)NC3=NCCC3)c2)cc1	101	-0.5	-3.1	-4	-0.1	6	-4	-13	-4	-1
O=C1C2C3C=CC(C3)C2C(=O)N1c1ccc(-c2nc3ccccc3c(=O)o2)cc1 (stereo not drawn)	99	-1.1	-1.1	35	-0.3	10	3	-7	4	0
CC1CCCC(C)N1C(=O)COC(=O)c1cc(=O)[nH]c2ccccc12 (stereo not drawn)	96	5.3	-0.4	-3	0.2	0	2	-4	1	1
Cc1nn(C2CCS(=O)(=O)C2)c(Cl)c1/C=C/C(=O)OCC(=O)c1cc(C)n(-c2ccc(F)cc2)c1C (stereo not drawn)	?	2.4	0.2	-1	3.5	2	-3	-1	-7	-10
COc1ccc(S(=O)(=O)Nc2cccc(S(=O)(=O)NC3=NCCC3)c2)cc1[N+](=O)[O-]	105	-0.3	-0.9	-1	-0.2	3	9	-6	-4	2
O=C(Cn1cnc2ccccc2c1=O)OCC(=O)c1ccc2c(c1)OCCO2	97	-1.1	0.0	1	-0.2	5	0	0	1	0
CC1=C(C(=O)N2CCOCC2)CC(CC(=O)NC2CCCC2)C(=O)N1Cc1ccccc1 (stereo not drawn)	97	-2.4	-3.5	-4	0.0	2	2	5	11	2
Cc1ccc(S(=O)(=O)N2CCOCC2)cc1C(=O)OCCOc1cccc(Cl)c1	102	-0.5	-3.3	4	0.9	8	-4	6	-6	-5
O=C(c1ccco1)N1CCN(C(=O)c2ccc(COc3ccc(F)cc3)o2)CC1	97	-2.7	4.9	4	0.1	-2	2	15	7	-1
COc1ccc(N2CCN(C(=O)C3CCN(S(=O)(=O)c4c(C)noc4/C=C/N(C)C)CC3)CC2)cc1	99	0.4	-0.9	-3	-0.3	15	4	1	-6	2
Cc1ccc(S(=O)(=O)Oc2ccc(C3C4=C(CCCC4=O)OC4=C3C(=O)CCC4)cc2)cc1	102	-1.8	-1.5	2	0.3	6	1	1	4	-1
CN(C(=O)c1cc(-c2ccccc2)on1)C1CCCCC1	96	-0.4	-2.2	0	0.1	0	-1	-2	-5	-4
COc1cc(-c2noc(C)c2C(=O)NCCO)cc(OC)c1OC	97	4.7	-0.1	22	-0.2	19	5	-4	0	2

Two records drawn at random from the list so far, as already listed:
SMILES	ABCB6 inh 2	hiPSC survival	MC4R ag barr	Granule exo inh	aDG glyco up	MC4R antag cAMP	m5-HT2A agonist	ABHD5-PLIN5 inh	H9c2 protect	N-glyco inh
O=C(O)CSCC(=O)c1ccccc1	95	1.9	-1.1	-4	-0.4	16	-4	-18	12	2
COC(=O)COc1cccc2c(=O)n(CC(=O)N3CCC(C)CC3)ccc12	100	0.6	0.7	0	0.0	14	0	-1	1	-1

Next section:
SMILES	ABCB6 inh 2	hiPSC survival	MC4R ag barr	Granule exo inh	aDG glyco up	MC4R antag cAMP	m5-HT2A agonist	ABHD5-PLIN5 inh	H9c2 protect	N-glyco inh
CC1Cc2nc(SCC(=O)N3CCCc4ccccc43)n(C)c(=O)c2S1 (stereo not drawn)	99	-0.6	2.0	-1	-0.2	9	0	-8	-15	-2
CCCCn1c(N)c(N(CC(C)C)C(=O)c2ccc(Br)s2)c(=O)[nH]c1=O	100	-0.4	-2.2	-1	-0.1	5	0	-1	2	0
CCNc1nc(NCC)n2c(SCC(=O)c3ccc(C(C)C)cc3)nnc2n1	94	-0.4	0.2	1	0.3	11	-2	1	-9	-2
CCCc1cc(=O)[nH]c(SCC(=O)c2cc(C)n(C)c2C)n1	100	1.4	1.2	0	0.2	0	-1	-5	0	0
COc1ccccc1N1CCN(C(=O)c2ccc(N3CCCC3=O)cc2)CC1	100	-0.1	-1.6	-3	-0.1	0	-1	-3	5	-1
COc1cc(/C=C(/NC(=O)c2ccccc2)C(=O)Nc2cccc(O)c2)c([N+](=O)[O-])cc1OC	101	-1.6	0.1	-2	-0.3	25	3	-5	1	4
COCCNC(=O)c1sc2ncn(CC(=O)Nc3ccc(C)c(Cl)c3)c(=O)c2c1C	101	4.3	1.1	-5	0.2	-5	0	3	-1	6
CC1CCCN(S(=O)(=O)c2ccc(S(=O)(=O)N3CCCN(Cc4ccccc4)C3)cc2)C1 (stereo not drawn)	100	-1.7	3.0	0	0.5	10	2	2	2	1
COC(=O)C[C@H]1CC[C@H](NC(=O)c2cccc(F)c2)[C@@H](CO)O1	nt	nt	nt	-4	-0.2	nt	0	-7	nt	nt
COc1cccc2sc(N(CCCN(C)C)C(=O)COc3ccc(Cl)cc3)nc12	96	0.9	2.2	5	0.0	6	-4	29*	21	-6
O=C(O)Cn1c(SCCOc2ccccc2F)nc2ccccc21	88	5.0	0.0	2	-0.2	5	4	-4	2	2
O=C1Nc2cccnc2Sc2ccccc21	96	0.7	-0.8	2	2.1	16	0	-1	2	-2
O=C(N/N=C/c1ccsc1)c1cc(O)cc(O)c1	97	2.2	-1.4	-2	-0.1	3	-7	-3	-8	5
C=CCn1c(O)c(C(CC)=NCCN2CCOCC2)c(=O)[nH]c1=O	101	4.7	2.8	0	-0.1	9	-1	-6	2	3
O=C(Nc1ccc(OC(F)(F)F)cc1)c1[nH]ncc1[N+](=O)[O-]	87	2.6	-2.3	-3	-0.2	-1	-7	-3	-14	3
CN(C)C(CNC(=O)CCc1c[nH]c2ccccc12)c1ccccc1 (stereo not drawn)	97	-0.3	-1.8	8	0.1	3	-10	6	2	-3
CC1CN(C(=O)COC(=O)c2ccc(O)cc2)CC(C)O1 (stereo not drawn)	93	-0.5	-0.4	-25	-0.1	12	-2	5	-1	4
O=C(NN=C1CCN(Cc2ccccc2)CC1)c1cc2ccccc2cc1O	101	-1.5	-2.7	8	-0.2	-4	3	3	24	2
OC(COc1ccc2ccccc2c1Br)Cn1ccnc1 (stereo not drawn)	97	-1.7	-0.8	4	0.4	0	-6	11	-19	4
CC(=O)NCCC(=O)Nc1sc2c(c1-c1nc3ccccc3[nH]1)CCCC2	102	-1.1	-1.8	-1	0.1	15	-6	3	36	4
O=c1[nH]nc(SCc2ccccc2)n1C1CC2C=CC1C2 (stereo not drawn)	99	-0.8	-1.7	-6	-0.1	3	-1	-7	-1	-1
CC(=O)Nc1ccc(NC(=O)CS(=O)(=O)c2cn(CC(=O)N3CCC(C)CC3)c3ccccc23)cc1	96	1.0	-1.7	-3	0.2	6	-1	-3	1	0
CCn1c(NC)cc(=O)n(C)c1=O	103	-1.5	-0.7	-2	-0.2	1	-2	-2	4	1
Cc1ccc(/C=N/N=C2/NC(=O)C(CC(=O)Nc3ccc(Cl)cc3)S2)o1 (stereo not drawn)	100	-0.6	0.1	-4	0.0	-5	1	3	3	3
C[C@@H](NC(=O)c1ncn2c1c(=O)[nH]c1cccnc12)c1ccccc1	103	3.0	-1.5	0	0.0	4	-1	-4	2	3

Screens from PubChem.
